GLS inh = glutaminase GLS (human) inhibition; Potency, µM (highest dose often 45.5 µM), for the others: at the top dose activity change, negative = inhibition, hits mostly inhibitors; 410,000 compounds, 0.21% hits; GLS enzymatic activity, qHTS titration; also: potency is read from the fitted curve at half-maximal effect; % is scaled to controls: 0 for no effect and ±100 for the full control effect
Target sequence (O94925 whole entry, looked up): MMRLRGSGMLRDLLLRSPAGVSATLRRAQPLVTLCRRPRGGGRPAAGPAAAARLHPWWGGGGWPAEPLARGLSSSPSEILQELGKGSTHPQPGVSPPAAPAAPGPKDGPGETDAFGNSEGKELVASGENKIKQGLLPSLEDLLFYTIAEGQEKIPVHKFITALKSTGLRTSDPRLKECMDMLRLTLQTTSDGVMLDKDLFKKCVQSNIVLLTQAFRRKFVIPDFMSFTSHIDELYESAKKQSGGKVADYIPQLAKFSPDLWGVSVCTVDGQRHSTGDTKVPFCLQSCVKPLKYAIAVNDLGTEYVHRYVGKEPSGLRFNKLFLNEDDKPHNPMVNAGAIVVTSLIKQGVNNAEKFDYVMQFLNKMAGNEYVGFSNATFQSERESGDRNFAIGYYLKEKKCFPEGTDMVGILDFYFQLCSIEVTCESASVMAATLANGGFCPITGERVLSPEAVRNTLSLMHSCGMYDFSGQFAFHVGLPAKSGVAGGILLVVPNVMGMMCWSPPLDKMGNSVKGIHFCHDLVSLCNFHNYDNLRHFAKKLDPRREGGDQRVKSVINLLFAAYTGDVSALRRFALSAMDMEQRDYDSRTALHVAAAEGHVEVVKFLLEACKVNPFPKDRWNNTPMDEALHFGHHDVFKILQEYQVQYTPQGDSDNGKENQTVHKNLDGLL
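Assay buffer: 45 mM KH2PO4 pH 8.2, 0.02% Tween-20. hKGA acts on L-glutamine (1 mM solution added); product glutamate is reported by an oxidase/peroxidase Amplex Red coupling, with fluorescence taken at baseline and 30 min.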
PGK inhibitor = blocks T. brucei phosphoglycerate kinase. P07378. PGK/GAPDH coupled, Kinase-Glo luminescence, 60 min. Potency, µM (top dose mostly 57.5 µM), for the others: at the highest dose activity change, negative = inhibition, actives largely listed as inhibitors. 380,000 compounds, 0.043% hits; also: potency is read from the fitted curve at half-maximal effect; % is scaled to controls: 0 for no effect and ±100 for the full control effect; nearly all actives have a fitted effect of over 60% in size
Target sequence (P07378 whole entry, looked up): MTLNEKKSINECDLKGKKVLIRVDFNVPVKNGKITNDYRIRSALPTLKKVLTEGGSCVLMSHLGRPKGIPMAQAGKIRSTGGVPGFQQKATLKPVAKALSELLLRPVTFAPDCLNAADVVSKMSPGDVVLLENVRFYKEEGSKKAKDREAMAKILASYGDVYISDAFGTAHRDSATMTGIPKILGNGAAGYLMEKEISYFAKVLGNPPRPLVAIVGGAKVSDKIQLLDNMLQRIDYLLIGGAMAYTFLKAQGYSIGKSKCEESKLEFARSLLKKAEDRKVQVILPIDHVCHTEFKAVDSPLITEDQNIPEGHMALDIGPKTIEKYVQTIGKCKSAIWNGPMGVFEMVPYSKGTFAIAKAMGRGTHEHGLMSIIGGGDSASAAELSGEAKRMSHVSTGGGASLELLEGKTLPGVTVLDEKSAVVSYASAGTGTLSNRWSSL
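Luminescent ATP detection (Kinase-Glo Plus) follows a 60-minute room-temperature incubation, with wells lacking PGK as controls. Buffer: 100 mM TEA (pH 7.6), 5 mM MgCl2, 0.01% Tween-20. Coupling enzyme GAPDH (100 nM final) supplies unstable 1,3-BPG in-well.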
G9a inh = inhibitors of human histone lysine methyltransferase G9a; Q96KQ7; 350,000 compounds, 8.8% hits; AID 504332; Potency, µM (series often up to 102 µM), without a hit: at the highest dose activity, negative = inhibition, usual class: inhibitors; G9a H3K9 monomethylation, AlphaScreen, 2 h; also: potency is read from the fitted curve at half-maximal effect; % is scaled to controls: 0 for no effect and ±100 for the full control effect; nearly all actives have a fitted effect of over 75% in size
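Compounds were preincubated with 20 nM G9a for 15 min, after which biotinylated H3K9 peptide (500 nM) and SAM (20 uM) started a 2 h room-temperature reaction. Monomethylated product was quantified by antibody-based AlphaScreen chemiluminescence.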
PI4K2A inh = inhibitors of human PI4K2A; AID 1346378; 420,000 compounds, 0.13% hits; Q9BTU6; activity change, negative = inhibition, % at 76.9 µM; purified PI4K2A, ADP-Glo luminescence, 1 h; active compounds read low; in the data active = activity change below about -50%; inconclusive = mostly about -30% to -49%;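 also: -100% = wells without enzyme as full effect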
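ADP-Glo luminescence measured ADP generated by PI4K2A enzyme (4 ug/mL before mixing) with 1.2 mM PI substrate (pre-mix) and 300 microM ATP (pre-mix). Tris pH7.5 buffer with MgCl2, Triton X-100; 1 h reaction at ambient temperature.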
Pin1 inhibitor = blocks the human prolyl isomerase Pin1. Q13526. Pin1 FP peptide displacement, HiFluor488, 10 min. Potency, µM (doses to about 115 µM), without a hit: at the highest dose activity, negative = inhibition, most hits filed as inhibitors. 390,000 compounds, 0.009% hits. AID 504891; active = well fitted inhibition curve with a large enough effect in the polarisation, with a control signal flat, not every such curve was filed as active; inconclusive = small, poorly fitted or top-dose-only effect, or effect the other way, or a change in a side signal; inactive = no such curve, though single readings can be large or run the other way; the % refers to the polarisation; also: potency is read from the fitted curve at half-maximal effect; % is scaled to controls: 0 for no effect and ±100 for the full control effect
ERG Ets-DNA blk = blocks human ERG Ets domain binding to DNA | 370,000 compounds, 0.028% hits | fluorescence polarization, His-ERG Ets domain / labelled DNA | Potency, µM (doses to about 76.9 µM), for inactives: at the top dose FP activity, negative = inhibition, usual class: inhibitors | P11308; active = well fitted inhibition curve with a large enough effect in the polarisation, with a control signal flat; inconclusive = small, poorly fitted or top-dose-only effect, or effect the other way, or a change in a side signal; inactive = no such curve, though single readings can be large or run the other way; the % refers to the polarisation;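 also: polarization taken with two DNA probes labelled with fluorescein and Texas red; potency is read from the fitted curve at half-maximal effect; % of control where 0% means no effect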
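His-tagged ERG Ets domain (1 uM in the protein solution; 300mM KCl, 50mM Tris-HCl, 1mM EDTA, 1mM DTT, pH 7.5) received compound, then a probe mix of 5 nM fluorescein-DNA and 100nM Texas-615-DNA. Fluorescence polarization was read for both dyes.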
HP1b chromo inh = blocks HP1-beta chromodomain binding to methylated histone tails. P83916. AlphaScreen HP1-beta / biotin-H3K9me3 peptide binding. Potency, µM (titrated, usually from 114 µM), for the others: at the top dose activity change, negative = inhibition, most hits filed as inhibitors. 390,000 compounds, 0.56% hits; also: potency is read from the fitted curve at half-maximal effect; nearly all actives have a fitted effect of over 70% in size; inactives centre near 23
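Compound inhibition of the preformed complex between 50 nM HP1-beta and 50 nM biotinylated H3K9me3 peptide was read by AlphaScreen. Buffer was PBS pH 7.4 with 0.01% Tween-20. Incubations ran 30 min at room temperature, with 10 ug/mL donor/acceptor beads.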
BAZ2B block = inhibitors of human BAZ2B bromodomain; Q9UIF8; AlphaScreen BAZ2B-H3K14Ac peptide displacement; Potency, µM (series often up to 114 µM), for the others: at the highest dose activity change, negative = inhibition, most hits filed as inhibitors; 360,000 compounds, 4.4% hits; also: potency is read from the fitted curve at half-maximal effect; % is scaled to controls: 0 for no effect and ±100 for the full control effect; nearly all actives have a fitted effect of over 60% in size
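AlphaScreen luminescence quantifies BAZ2B engagement of H3K14Ac peptide; the protein and biotinylated peptide are both at 50 nM final, buffer PBS pH 7.4 with 0.01% Tween-20, all steps at room temperature.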
JMJD2A Tudor inh = blocks the human JMJD2A Tudor domain; 390,000 compounds, 4.4% hits; Potency, µM (series often up to 114 µM), without a hit: top-dose activity change, negative = inhibition, hits mostly inhibitors; AID 504339; AlphaScreen JMJD2A-Tudor / H3K4me3 peptide binding; O75164; also: potency is read from the fitted curve at half-maximal effect; % is scaled to controls: 0 for no effect and ±100 for the full control effect; nearly all actives have a fitted effect of over 50% in size
* hit, by the source's call; i = inactive; ? = inconclusive; . = not tested or not shown; [ ] = dose if it differs, or a comment. Unless noted, calls follow the shape of the dose curve; as a rule, active = well fitted curve in the direction sought with a large enough effect; inconclusive = small, poorly fitted or top-dose-only effect, or another doubt; inactive = no such curve, though single readings can be large; an effect the other way counts as inactive or inconclusive.

1) Cc1ccc(OCC(=O)N(Cc2sccc2C)C2CCS(=O)(=O)C2)cc1 (stereo unspecified)
2) CC(=O)c1ccc(N2CCN(C(=O)c3noc4c3CSc3ccccc3-4)CC2)cc1
3) Cc1cc2nnc(SCC(=O)N3CCOCC3)n2c2ccccc12
4) COc1ccccc1C(=O)NCCC(=O)NCC(c1ccccc1OC)N1CCCC1 (stereo unspecified)
5) CC1(C)Cc2c(c(N3CCCC3)nc3sc4c(N5CCNCC5)ncnc4c23)CO1
6) CC(=O)Oc1ccccc1C(=O)N1CCN(S(=O)(=O)c2ccc3ccccc3c2)CC1
assay / entry,1,2,3,4,5,6
GLS inh,5%,-1%,-3%,7%,0%,0%
PGK inhibitor,.,-3%,i,2%,-4%,-1%
G9a inh,3%[59 µM],15%,3%,-25%,.,10%
PI4K2A inh,2,-3,4,1,-18,-2
Pin1 inhibitor,5%,9%,-3%,-4%,0%,-5%
ERG Ets-DNA blk,0%,7%,14%,4%,-2%,-3%
HP1b chromo inh,40%[activator],12%[57 µM],35%,28%,15%,29%
BAZ2B block,-8%,-12%[57.1 µM],-7%,7%,-15%,-18%
JMJD2A Tudor inh,-7%,-5%,3%,-5%,-26%,-20%

7) O=C(NCc1cccnc1)NC1(c2ccccc2)CC1
8) NC(=O)c1ccc(-n2nnnc2SCc2ccc(F)cc2)cc1
9) Cc1ccc2oc(=O)c3cnn(CC(=O)N4CCCCC4C)c3c2c1 (stereo unspecified)
10) CCOC(=O)Nc1ccccc1N1C(=O)c2ccccc2C1=O
11) O=C(c1ccc2c(c1)OCO2)[C@@H]1[C@@H]2C(=O)N(C3CCCCC3)C(=O)[C@@H]2C2c3ccccc3C=CN21 (stereo partly specified)
12) COCCNc1nc2ccccc2nc1NS(=O)(=O)c1ccc(C)cc1C
assay / entry,7,8,9,10,11,12
GLS inh,-14%,-18%,-1%,3%,1%,10%
PGK inhibitor,2%,i,-1%,4%,i,7%
G9a inh,10%,0%[59 µM],?,0%[12.7 µM],32µM*,12%[12.7 µM]
PI4K2A inh,0,-1,-3,3,8,0
Pin1 inhibitor,-2%,2%,-1%,4%,3%,0%
ERG Ets-DNA blk,-2%,-14%,5%,0%,4%,0%
HP1b chromo inh,27%,21%,28%,-14%,25%,31%
BAZ2B block,13%,-1%,0%,0%,-28%,-1%
JMJD2A Tudor inh,-7%,-2%,-6%,-8%[57.1 µM],-17%,-5%

Sorted by number of heavy atoms (descending): some entries from above
6) CC(=O)Oc1ccccc1C(=O)N1CCN(S(=O)(=O)c2ccc3ccccc3c2)CC1
12) COCCNc1nc2ccccc2nc1NS(=O)(=O)c1ccc(C)cc1C
8) NC(=O)c1ccc(-n2nnnc2SCc2ccc(F)cc2)cc1
7) O=C(NCc1cccnc1)NC1(c2ccccc2)CC1
assay / entry,6,12,8,7
GLS inh,0%,10%,-18%,-14%
PGK inhibitor,-1%,7%,i,2%
G9a inh,10%,12%[12.7 µM],0%[59 µM],10%
PI4K2A inh,-2,0,-1,0
Pin1 inhibitor,-5%,0%,2%,-2%
ERG Ets-DNA blk,-3%,0%,-14%,-2%
HP1b chromo inh,29%,31%,21%,27%
BAZ2B block,-18%,-1%,-1%,13%
JMJD2A Tudor inh,-20%,-5%,-2%,-7%

(further entries)
13) CCOC(=O)c1nnn(-c2nonc2N)c1-c1ccc(Br)cc1
14) Cc1ccc(S(N)(=O)=O)cc1NC(=O)/C=C/c1ccc2c(c1)OCO2
15) CN(C)S(=O)(=O)c1ccc(NC(=O)Cn2c(-c3ccccc3)noc2=O)cc1
16) CCc1ccc(CNC(=O)CSc2cc(=O)n(CC)c3ccccc23)cc1
17) CCC(=O)N1CCc2cc(S(=O)(=O)CCC(=O)O)ccc21
18) CC(C)CC(CO)N1CCN(C(=O)c2ccc(Cl)c(Cl)c2)CCC1=O (stereo unspecified)
assay / entry,13,14,15,16,17,18
GLS inh,-2%,-5%,9%,1%,-5%,2%
PGK inhibitor,-11%,-7%,-9%,6%,-2%,-9%
G9a inh,8%,5%,23%,1%[59 µM],?,.
PI4K2A inh,-1,2,-2,-6,-6,8
Pin1 inhibitor,1%,0%,6%,-5%,-4%,-7%
ERG Ets-DNA blk,1%,7%,.,0%,0%,-2%
HP1b chromo inh,24%,6%,46%[activator],28%,?,32%
BAZ2B block,-13%,-7%,?,-5%,1%,.
JMJD2A Tudor inh,-11%,-16%,-19%,-5%,-17%[11.4 µM],-7%

19) Cc1nnnn1/C(=C\c1ccccc1)C(=O)OCC(=O)NC1CCCCC1
20) O=C1NC(=Nc2cccc(O)c2)S/C1=C\c1cccc([N+](=O)[O-])c1
21) Cc1cc(Br)c(S(=O)(=O)NCc2cccnc2)cc1C
22) Cc1cc(C)c(S(=O)(=O)c2cccc(Br)c2C)c(Cl)n1
23) O=C(NNC(=O)c1cccc(Cl)c1)NNC(=O)c1cccc(Cl)c1
24) Cc1oc(-c2cccs2)nc1CN1CCN(C(C)C)C(CCO)C1 (stereo unspecified)
assay / entry,19,20,21,22,23,24
GLS inh,4%,-19%,-2%,?,-9%,-3%
PGK inhibitor,-2%,-2%,-1%,-12%,-3%,7%
G9a inh,50µM*,-16%,3%,12%,.,-1%
PI4K2A inh,-10,5,-3,3,2,1
Pin1 inhibitor,-6%,13%,1%,-8%,2%,6%
ERG Ets-DNA blk,3%,2%,-17%,0%,14%,11%
HP1b chromo inh,9%,10%,37%[activator],47%[activator],26%,31%
BAZ2B block,11%,-12%,-20%,10%,.,-1%
JMJD2A Tudor inh,-15%,-14%,-15%,25%,1%,-19%

25) O=S(=O)(NC1=NCCC1)c1cccc(NS(=O)(=O)c2ccc(F)c(Cl)c2)c1
26) CCOC(=O)C1=C(CSCc2ccccc2)NC(=O)NC1c1cc(C)ccc1C (stereo unspecified)
27) Cc1nc2ccc(N)cc2c(=O)n1Cc1ccc(Cl)cc1
28) COc1ccc(CNC(=O)C(=O)NCC2CCCN2S(=O)(=O)c2cccs2)cc1 (stereo unspecified)
29) CC(=O)N[C@H]1C(O)O[C@H](CO)[C@@H](O)[C@@H]1O (stereo partly specified)
30) CCOC(=O)C(C(=O)OCC)C(Nc1cccc(Br)c1)c1ccccc1 (stereo unspecified)
assay / entry,25,26,27,28,29,30
GLS inh,4%,-7%,14%,-7%,-14%,-15%
PGK inhibitor,i,4%,0%,-3%,-4%,-9%
G9a inh,0%[12.7 µM],-32%,16%[12.7 µM],-30%,-24%[59 µM],40%[59 µM]
PI4K2A inh,-6,2,7,-5,0,28
Pin1 inhibitor,-2%,?,2%,15%,-2%,-6%
ERG Ets-DNA blk,-16%,-15%,0%,2%,-4%,-16%
HP1b chromo inh,34%,8%,43%[activator],12%,21%,125%
BAZ2B block,11%,-33%,-8%,4%,8%,31%
JMJD2A Tudor inh,-13%,?,-20%,-14%,5%,28%

31) COc1ccc(-c2coc3cc(OC)ccc3c2=O)cc1
32) COc1ccc(NC(=O)Cn2cc(C(=O)c3ccccc3)c(=O)c3cc(OC)ccc32)c(OC)c1
33) Cc1cc2c(cc1S(=O)(=O)Nc1cccc(F)c1)n(C)c(=O)c(=O)n2C
34) Cc1ccc2c(c1)C1CN(C)CCC1N2S(=O)(=O)c1ccc(Oc2ccc([N+](=O)[O-])cc2)cc1 (stereo unspecified)
35) Cc1cccc(N(C(=O)c2ccc(Cl)cc2)C2CS(=O)(=O)CC2OC(=O)c2ccc(Cl)cc2)c1 (stereo unspecified)
36) COc1cccc(CNc2ccc3c(c2)nc(C)n3C)c1OC
assay / entry,31,32,33,34,35,36
GLS inh,-4%,1%,10%,0%,4%,19%
PGK inhibitor,-2%,1%,-9%,4%,-4%[11.5 µM],i
G9a inh,.,-21%[59 µM],27%,35µM*,12%[59 µM],35µM*
PI4K2A inh,-1,0,1,-2,0,-14
Pin1 inhibitor,24%,-3%,-4%,0%,0%,0%
ERG Ets-DNA blk,-10%,12%,2%,-10%,.,-3%
HP1b chromo inh,23%,31%,32%,?,6%,25%
BAZ2B block,.,0%,-5%,?,-1%,-26%
JMJD2A Tudor inh,-14%,-13%,-10%,22µM*,-10%,-18%

37) CCc1nc2ccccc2c(C(=O)OCC(=O)Nc2ccc(NC(C)=O)cc2)c1C
38) Cc1cc(C)c(NC(=O)c2cccc3c2C(=O)N(C2CCCCC2)C3)c(C)c1
39) Cc1cccc(-n2c(C)cc(C(=S)N3CCOCC3)c2C)c1C
40) c1ccc(Oc2ccc(-c3ccn[nH]3)cc2)cc1
41) Cc1c(NC(=O)c2cccc(F)c2)c(=O)n(-c2ccccc2)n1C
42) Nc1c(NC=O)c(=O)n(Cc2ccccc2)c(=O)n1Cc1ccccc1
assay / entry,37,38,39,40,41,42
GLS inh,1%,1%,-10%,-7%,-1%,-2%
PGK inhibitor,-1%,1%,0%,-7%,-7%,i
G9a inh,.,.,?,14%,-25%[59 µM],.
PI4K2A inh,-3,0,1,0,-2,4
Pin1 inhibitor,-1%,-4%,1%,2%,-3%,-6%
ERG Ets-DNA blk,5%,-3%,-2%,6%,3%,9%
HP1b chromo inh,29%,17%,?,29%,24%,17%
BAZ2B block,.,?,-24%,-2%,9%,.
JMJD2A Tudor inh,-24%,-16%,?,-14%,-9%,-6%
